# yeast mlh1 rad18 = NCI yeast anticancer drug screen, S. cerevisiae mlh1 rad18 strain; % growth inhibition at 50 µM; 79,000 tested, 11% active; AID 175;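 further: 0% = growth of vehicle-only cultures of the same strain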
#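 Cells of a genetically altered yeast strain, deficient in DNA damage repair, were treated with compound. Their growth was then compared with that of vehicle-treated cultures to give inhibition.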
# yeast bub3 = NCI yeast anticancer drug screen, S. cerevisiae bub3 mutant strain; growth inhibition, % at 50 µM; 78,000 tested, 9.9% active; AID 167;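 further: 0% = growth of vehicle-only cultures of the same strain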
#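 In this screen, a yeast mutant lacking normal mitotic checkpoint function is challenged with compound. Relative growth versus vehicle gives the inhibition value.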
# yeast sgs1 mgt1 = NCI yeast anticancer drug screen, S. cerevisiae sgs1 mgt1 strain. growth inhibition, % at 50 µM. AID 161. 78,000 tested, 10% active;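 further: 0% = growth of vehicle-only cultures of the same strain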
#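 Yeast cells carrying a defined DNA-repair defect were exposed to test compounds. Growth inhibition was measured relative to vehicle-treated controls.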
# rad50 = NCI yeast anticancer drug screen, S. cerevisiae rad50 strain. growth inhibition, % at 50 µM. 79,000 tested, 10% active;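 further: 0% = growth of vehicle-only cultures of the same strain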
#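 Compounds were tested on a yeast strain with an engineered DNA damage repair alteration; the reported value is growth inhibition normalised to vehicle treatment.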
# yeast cln2 rad14 = NCI yeast anticancer drug screen, S. cerevisiae cln2 rad14 strain | 78,000 tested, 8.3% active | AID 165 | % growth inhibition at 50 µM;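 further: 0% = growth of vehicle-only cultures of the same strain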
#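 Each compound was tested on cln2 rad14 yeast. Inhibition of growth was calculated against vehicle-exposed controls.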
# yeast mec2-1 = NCI yeast anticancer drug screen, S. cerevisiae mec2-1 strain. growth inhibition, % at 50 µM. 79,000 tested, 9% active;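 further: 0% = growth of vehicle-only cultures of the same strain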
#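 Readout is yeast growth inhibition, normalised to vehicle-treated controls, in the mec2-1 strain exposed to compound.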
# Starred values were filed as active, the others as inactive; x = no result given; & = joins results of further samples; ! = a repeat was not active. No stated cut-off is given here; in the data, active means growth inhibition above about 70%; inactive means the rest.
# The opening 2 entries, to show the layout:
SMILES,yeast mlh1 rad18,yeast bub3,yeast sgs1 mgt1,rad50,yeast cln2 rad14,yeast mec2-1
O=C(Nc1cccc(C(=O)Nc2ccc(S(=O)(=O)O)c3cc(S(=O)(=O)O)cc(S(=O)(=O)O)c23)c1)Nc1cccc(C(=O)Nc2cccc3c(S(=O)(=O)O)c(S(=O)(=O)O)cc(S(=O)(=O)O)c23)c1,14,13,1,0,48,7
Nc1nc(/C=C(/O)c2ccccc2)c2ncn(C3OC(CO)C(O)C3O)c2n1 (centres undefined),-18,11,13,25,-5,-6

# The list itself, previewed entries included:
SMILES,yeast mlh1 rad18,yeast bub3,yeast sgs1 mgt1,rad50,yeast cln2 rad14,yeast mec2-1
O=C(Nc1cccc(C(=O)Nc2ccc(S(=O)(=O)O)c3cc(S(=O)(=O)O)cc(S(=O)(=O)O)c23)c1)Nc1cccc(C(=O)Nc2cccc3c(S(=O)(=O)O)c(S(=O)(=O)O)cc(S(=O)(=O)O)c23)c1,14,13,1,0,48,7
Nc1nc(/C=C(/O)c2ccccc2)c2ncn(C3OC(CO)C(O)C3O)c2n1 (centres undefined),-18,11,13,25,-5,-6
NC(=O)SCCC(N)C(=O)O (centres undefined),-5,18,3,8,13,28
COc1cc2cc(-c3ccccn3)nc(N)c2cc1OC,10,-2,40,29,3,9
O=C(Oc1ccc[nH]c1=O)C1CCC1,-5,13,-1,-15,3,3
CC1CCC(O)C1O (centres undefined),1,-8,17,2,-4,4
N#CC(c1ccccn1)c1nc2ccccc2[nH]1 (centres undefined),65,11,26,21,-1,-6
C=CCNC(=S)N/C=C(\c1ccccc1)S(=O)Cc1ccccc1 (centres undefined),-25,-32,-28,-61,-1,-59
CCN(CC)[P+](c1ccccc1O)(N(CC)CC)N(CC)CC,70*,55,65,62,58,62
O=[N+]([O-])c1cc(Br)cc2c1nc(NCCO)c1ccccc12,97*,87*,97*,91*,88*,80*
O=S(=O)(O)c1cccc2nsnc12,-1,10,-4,0,13,-2
CC(=O)NCCCCCCCNC(C)=O,-2,2,5,3,-31,10
Cc1cc2c(C#N)c3ccccc3c(=O)n2c2ccccc12,3,-14,-1,-1,-7,7
CCC(CC)OC(=O)Nc1cccc2ccccc12,-15,5,-6,-16,-55,-10
Cc1ncc(CNCc2ccc(Cl)cc2)c(N)n1,16,13,0,24,-11,-7
Cc1cc(NS(=O)(=O)c2ccc(N=Nc3cc(N=Nc4ccc(S(=O)(=O)Nc5cc(C)nc(C)n5)cc4)c4c(NC(=O)C(Cl)Cl)cccc4c3OC(=O)C(Cl)Cl)cc2)nc(C)n1 (tested in a mixture with another compound),82*!,77*!,69&-23,73*!,42&-4,81*!
Cc1ccc(C2C(Cl)C(=O)N2n2cnc3ccccc3c2=O)cc1 (centres undefined),-11,69,-1,-15,6,12
CC(=O)Nc1ccc2c(c1)CCC2=O,18,14,5,0,-37,3
CC(C)c1cc(C(F)(F)F)nc(NNc2nc(C(C)C)cc(C(F)(F)F)n2)n1,-34,-15,-16,-20,-13,-25
CC(=O)c1cc(C)oc1C,13,3,-13,-5,-32,-8
O=c1[nH]c2nc3ccccc3c(=O)n2/c1=C/c1cccs1,-16,14,4,29,21,2
CCOC(=C\C=C\C1=[N+](C)c2ccccc2C1(C)C)/C=C/C=C1/N(C)c2ccccc2C1(C)C,28,82*,34,18,83*,88*
CCCCCCCc1cc(OC(=O)c2c(C)cc(OC)cc2O)cc(O)c1C(=O)O,17,-14,9,13,-10,-16
O=[N+]([O-])c1ccc(N=Nc2c(O)[nH]c3ccc(Br)cc23)c([N+](=O)[O-])c1,6,-21,2,10,-23,-21
Cc1ccc(SSc2ccc(C)cc2[N+](=O)[O-])c([N+](=O)[O-])c1,45,x,x,70,x,79*
COC(=O)C(CC(=O)Nc1ccc(C)cc1)C(=O)C(=O)Nc1ccccc1C(C)C (centres undefined),-18,-4,-22,-24,10,-13
Cc1ccc(-n2c(O)c(N=Nc3ccccc3)c(=O)n(-c3ccccc3)c2=S)cc1,-10,-9,51,20,-31,-16
N#C/C(=C\c1ccc2c(c1)OCO2)c1ccccc1,24,2,3,10,10,-1
CCC(COCC(CC)C(=O)O)C(=O)O (centres undefined),15,13,19,11,19,1
C/C(=N\NC(=O)/C(C#N)=C\c1ccc(N(CCC#N)CCC#N)cc1)c1ccccc1,-2,-7,-20,0,-7,-14
Oc1ccc(C=Nc2ccccc2O)cc1,70*,80*,29,79*,2,23
O=P(O)(O)Oc1ccccc1,9&-12,-3&0,7&-17,-8&-10,-10&-10,6&-6
COc1ccccc1N=C1SCC(=O)N1Cc1ccco1,-1,12,10,-13,12,0
Cc1ccc2c(c1)CSCCO2,99*,99*,100*,99*,99*,100*
O=C(OC1COC(OC(=O)c2ccc([N+](=O)[O-])cc2)C(OC(=O)c2ccc([N+](=O)[O-])cc2)C1OC(=O)c1ccc([N+](=O)[O-])cc1)c1ccc([N+](=O)[O-])cc1 (centres undefined),4,-1,-10,-6,-17,2
NC(CSS(=O)(=O)O)=NCCSS(=O)(=O)O,4,-2,-3,-20,7,-12

# 4 entries from above, reformatted:
SMILES: Cc1ccc(SSc2ccc(C)cc2[N+](=O)[O-])c([N+](=O)[O-])c1
  yeast mlh1 rad18 = 45 | yeast bub3 = x | yeast sgs1 mgt1 = x | rad50 = 70 | yeast cln2 rad14 = x | yeast mec2-1 = 79*

SMILES: COC(=O)C(CC(=O)Nc1ccc(C)cc1)C(=O)C(=O)Nc1ccccc1C(C)C (centres undefined)
  yeast mlh1 rad18 = -18 | yeast bub3 = -4 | yeast sgs1 mgt1 = -22 | rad50 = -24 | yeast cln2 rad14 = 10 | yeast mec2-1 = -13

SMILES: Cc1ccc(-n2c(O)c(N=Nc3ccccc3)c(=O)n(-c3ccccc3)c2=S)cc1
  yeast mlh1 rad18 = -10 | yeast bub3 = -9 | yeast sgs1 mgt1 = 51 | rad50 = 20 | yeast cln2 rad14 = -31 | yeast mec2-1 = -16

SMILES: N#C/C(=C\c1ccc2c(c1)OCO2)c1ccccc1
  yeast mlh1 rad18 = 24 | yeast bub3 = 2 | yeast sgs1 mgt1 = 3 | rad50 = 10 | yeast cln2 rad14 = 10 | yeast mec2-1 = -1

# Following part.
SMILES,yeast mlh1 rad18,yeast bub3,yeast sgs1 mgt1,rad50,yeast cln2 rad14,yeast mec2-1
Cc1ccc2ccccc2n1,-5,-1,-12,-36,13,-6
CCC1CCc2c(OC)ccc(OCC(=O)O)c2C1=O (centres undefined),23,4,-11,15,19,2
O=C1c2ccccc2C(=O)N1/N=C1/SC(=Nc2ccccc2)C(=Nc2ccccc2)N1c1ccccc1,20,15,15,6,26,0
CCCCCCCC(C)(O)C#CC(C)(O)CCCCCCC (centres undefined),13,5,5,4,-21,-4
CCOC(=O)c1nc(C)oc1C(=O)OCC,-4,-7,-15,1,-14,-13
O=C(CSc1nnc(Cc2ccccc2)o1)Nc1ccc([N+](=O)[O-])cc1,-7,19,6,11,10,15
CCOC(=O)c1cc2ccccc2cc1N=N,29,23,15,8,-3,17
CCOC(=O)CC1C(C)C(C)NC(C)C1C (centres undefined),6,3,-20,-2,12,-24
CCOC(=O)C(=Cn1ccc(=O)[nH]c1=S)C(=O)OCC,-10,-12,-24,-5,9,-31
CCSc1nc(N)c(C(N)=O)cc1C#N,-9,-12,1,-5,-44,37
CCC(=O)Oc1c(Cl)cc(Cl)c2ccccc12,11,12,32,20,15,-8
C=C1C(=O)OC2C=C(C)C3C(OC(=O)c4ccccc4)CC(C)(O)C3CC12 (centres undefined),0,-3,3,1,17,-41
CCN(CC)CCSC(=O)C(O)(c1ccccc1)c1cccc(C)c1 (centres undefined),11,-1,-2,9,-12,10
CCOC(=O)c1c([N+](=O)[O-])cnn1C1OC(COC(C)=O)C(OC(C)=O)C1OC(C)=O (centres undefined),7,8,5,6,15,-2
COC(=O)C(C)(C)c1ccccc1C(C)(C)C(=O)OC,4,9,-1,-6,-8,6
CC(C)(C)OC(=O)Cn1ncn(NC(=O)Cc2ccccc2)c1=O,0,-38,-21,-20,-56,-24
O=Cc1c(Cl)c(Cl)c(Cl)c(Cl)c1Cl,51,5,17,-2,-40,6
O=C1c2ccccc2C(=O)c2sc(Nc3ccc(Cl)c(Cl)c3)nc21,91*,91*,93*,90*,88*,93*
CN(CC(=O)O)c1ncc2c(n1)-c1ccccc1OC2c1ccccc1 (centres undefined),68,29,44,22,47,20
CCOC(=O)C(=O)C(CCC(=O)c1ccc2ccccc2c1O)C(=O)OCC (centres undefined),-36,0,-3,3,4,-2
C[N+]1=C(/C=C/c2ccnc3c(O)cccc23)C(C)(C)c2ccccc21,9,-6,2,10,-60,11
Cc1cccc(NC(=O)OCCOC(=O)Nc2cccc(C)n2)n1,-1,-11,-19,-15,-9,-12
CCCCCCCC/C=C\CCCCCCCC(=O)NC(C)(C)C(=O)O,-36,32,-10,-16,63,-16
NC(=O)C(=O)c1ccccc1,-20,-20,-2,-7,-3,-27
CC(=O)n1c2ccc(Br)cc2c2cc(Br)ccc21,-1,-6,10,1,-61,-10
Cc1ccc([N+](=O)[O-])cc1NC(=O)C(=O)Cc1nc2ccc(C(=O)c3ccccc3)cc2[nH]c1=O,-6,10,-9,-5,12,-21
O=C(N/C(=C\c1ccc([N+](=O)[O-])cc1)c1nc2ccccc2s1)c1ccccc1,73*,80*,54,25,20,76*
O=C(CNC(=O)OCc1ccccc1)Oc1ccccc1[N+](=O)[O-],55,23,60,57,25,29
CCOC(=O)C(C(C)=O)C(CC(=O)OC)NC(=O)OCc1ccccc1 (centres undefined),-35,-32,-61,-24,-57,-22
CCOc1ccc(C2Oc3c(cccc3OC)C=C2[N+](=O)[O-])cc1OCC (centres undefined),6,42,32,39,11,39
CCc1cccc(CC)c1NC(=O)c1ccccc1Cl,27,26,31,8,1,25
COC(=O)/C=C1/OC(c2ccc(Br)cc2)=C(Br)C1=O,x,73*,86*,18,34,19
COc1ccc2c(c1)c1c(C)c3cnccc3c(C)c1n2CCCN,78*,46,29,74*,-24,28
COc1ccc(/C(Cl)=C(\C=O)c2ccc(Cl)cc2)cc1,20,28,28,-4,-9,8
O=S(Cc1cnc2ccccc2c1)c1nc2ccccc2nc1-c1cccs1 (centres undefined),-12,-8,-21,-10,-11,-29
CC(=O)/C(=C/N1CCNC1=S)C(=O)Nc1ccc([N+](=O)[O-])cc1,6,-13,-28,0,-33,-4
O=[N+]([O-])c1c(Cl)cccc1-c1c[nH]cc1Cl,38,92*,94*,93*,91*,93*
CCCC(=O)Nc1ccc(OC)cc1,2,-2,10,17,-43,11
OC1CCCCCCCCCCC1C(O)(C(F)(F)F)C(F)(F)F (centres undefined),99*,100*,100*,99*,99*,100*
O=C1C=C(c2ccccc2)O/C1=C/C(=O)c1ccc(Cl)cc1,53,65,79*,53,40,65
Nc1nc2nc(I)[nH]c2c(=O)[nH]1,11,32,-5,5,30,-2
N#Cc1nc(COCCOCc2ccccc2)oc1N,-23,-7,-15,-28,6,-48
CC(c1ccccc1)C(NCCO)c1ccccc1 (centres undefined),6,-4,-8,-7,-48,-8
COc1ccc(C=O)c(Br)c1O,-17,-12,-14,-1,22,-7
O=C1CCC(CCc2nc3ccccc3[nH]2)(c2ccccc2)C(=O)N1 (centres undefined),-24,-12,14,4,-31,-19
Cc1ccc2c(c1)[nH]c(=S)n2C=C(C(N)=O)C(N)=O,20,-6,-13,-15,-35,-34
COc1cc(/C=C2\N=C(c3ccccc3)OC2=O)cc(OC)c1OC,-9,3,-1,-6,-58,9
N#CC1C(=O)NC(=S)NC1c1ccc(Cl)c(Cl)c1 (centres undefined),-5,-14,-26,-3,-20,-17
Cc1ccc(N=C2C=CC(=O)O2)cc1,15,-30,-10,9,0,-1
CC(C)CCCOC(=O)c1cc([N+](=O)[O-])cc([N+](=O)[O-])c1,94*,73*,96*,68,54,53
CCOc1ccc(Nc2nc(N)nc(N)c2N)cc1,4,-20,-9,3,-14,11
Cc1ccc(S(=O)(=O)Nc2ccccc2-c2nc3ccc(C)cc3c(=O)o2)cc1,-14,-8,-8,-5,3,-25
CC(C)(C)S(=O)(=O)C[N+]1(C)CCOCC1,5,-3,-2,37,-2,12
O=C(NCCNCCO)N/N=C/c1ccc([N+](=O)[O-])cc1,-4,0,-1,-9,37,-7
CN(C)NC(=O)c1ccc(NC(=O)c2ccc(C(=O)Nc3ccc(C(=O)NN(C)C)cc3)cc2)cc1,-20,-21,-5,-10,-24,0
CCc1cccc(CC)c1NC(=O)OCCN(CC)CC,4,12,10,-4,17,-17
CCOC(=O)CNC(=O)C(OC(C)=O)C(OC(C)=O)C(=O)O (centres undefined),6,-10,0,0,3,14
CN(C)CCOC(=O)c1ccc(C=O)cc1,-4,8,21,8,4,0
COC1OC(C(C)O)C2OC(C)(C)OC12 (centres undefined),13,19,32,41,2,29
Cn1cnc([N+](=O)[O-])c1Sc1nc2ccccc2s1,90*,91*,92*,91*,91*,92*
COc1ccc(-c2cc(C(O)C3CCCCN3)c3ccccc3n2)cc1 (centres undefined),-10,-31,-21,4,12,-42

# Screening results deposited in PubChem BioAssay by NCI.
